Assay outcomes (PubChem)
A3G deaminase: inhibitors of human APOBEC3G DNA deaminase. Q9HC16. recombinant A3G, ssDNA deamination FAM/TAMRA fluorescence. inhibition, % at 20 µM. hit rate 0.28% among 330,000;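 active = inhibition of at least 40% at 20 µM, with no more than 30% in the related APOBEC3A deaminase screen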;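 also: plate controls were DMSO wells with A3G for no effect and wells lacking A3G enzyme for full effect; some compounds called inactive have numbers as strong as hits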
Target sequence (Q9HC16 whole entry, looked up): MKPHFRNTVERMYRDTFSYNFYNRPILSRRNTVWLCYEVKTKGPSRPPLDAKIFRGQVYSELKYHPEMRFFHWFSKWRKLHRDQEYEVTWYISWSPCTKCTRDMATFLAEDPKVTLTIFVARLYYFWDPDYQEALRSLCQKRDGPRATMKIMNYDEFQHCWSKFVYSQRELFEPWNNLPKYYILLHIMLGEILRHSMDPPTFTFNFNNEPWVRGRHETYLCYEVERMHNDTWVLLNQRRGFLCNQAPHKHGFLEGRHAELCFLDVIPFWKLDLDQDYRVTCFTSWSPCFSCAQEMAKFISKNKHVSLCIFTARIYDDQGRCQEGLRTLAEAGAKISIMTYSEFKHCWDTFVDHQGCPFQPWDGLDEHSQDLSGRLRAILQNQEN
hIAP inh: blocks human intestinal alkaline phosphatase; hit rate 0.12% among 330,000; inhibition, % at 10 µM; purified IAP, CDP-Star luminescence, 30 min;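 active = inhibition reaching a set limit with compound at 10 µM in the primary screen, cut at about 35% in these data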;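 also: plate controls were DMSO wells with enzyme for no effect and no-enzyme buffer wells for full effect; values of inactives mirror those of a sister screen read the other way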
Target sequence (P09923 whole entry, looked up): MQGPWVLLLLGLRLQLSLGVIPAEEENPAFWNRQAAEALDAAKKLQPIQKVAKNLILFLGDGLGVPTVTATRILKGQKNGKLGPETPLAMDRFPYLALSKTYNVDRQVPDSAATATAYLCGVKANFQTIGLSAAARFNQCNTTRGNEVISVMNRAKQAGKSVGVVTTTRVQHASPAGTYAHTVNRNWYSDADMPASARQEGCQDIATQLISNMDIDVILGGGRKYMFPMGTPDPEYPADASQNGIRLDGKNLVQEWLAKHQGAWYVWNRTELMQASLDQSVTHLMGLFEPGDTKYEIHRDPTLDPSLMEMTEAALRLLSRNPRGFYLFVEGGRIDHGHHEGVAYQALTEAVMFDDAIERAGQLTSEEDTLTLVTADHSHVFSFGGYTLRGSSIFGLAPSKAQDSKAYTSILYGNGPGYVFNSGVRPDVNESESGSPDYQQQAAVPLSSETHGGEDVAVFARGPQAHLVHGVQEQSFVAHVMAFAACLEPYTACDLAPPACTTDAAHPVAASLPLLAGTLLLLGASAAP
APOBEC3A inh: human APOBEC3A DNA deaminase inhibition. inhibition, % at 20 µM. hit rate 0.41% among 330,000. P31941. AID 493011. recombinant A3A, FAM/TAMRA ssDNA deamination fluorescence;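 active = at least 40% inhibition at 20 µM here, with at most 30% in a related deaminase screen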;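 also: plate controls were A3A with DMSO for no effect and wells lacking A3A enzyme for full effect; some results filed as inactive read as strong as hits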
Target sequence (P31941 whole entry, looked up): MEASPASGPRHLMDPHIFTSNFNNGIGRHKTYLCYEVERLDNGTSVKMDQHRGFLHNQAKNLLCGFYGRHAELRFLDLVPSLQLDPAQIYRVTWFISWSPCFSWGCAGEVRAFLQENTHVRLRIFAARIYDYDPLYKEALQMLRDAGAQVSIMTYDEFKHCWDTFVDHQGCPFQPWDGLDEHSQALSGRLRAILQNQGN
mIAP act: mouse IAP activation; muIAP, CDP-Star luminescence, 30 min; active compounds read high; 1 = vehicle-only enzyme signal, 0 = enzyme-free wells; activation factor at 10 µM; hit rate 0.24% among 330,000; AID 2805;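 active = activation factor of at least 2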; also: the source names both 10 and 20 µM as test concentration; values of inactives mirror those of a sister screen read the other way
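Assay system: mouse IAP enzyme; reagent: chemiluminescent substrate CDP-Star; dosing: test compounds delivered from DMSO solution; schedule: 30 min at room temperature; measured by: luminescence from enzymatic CDP-Star hydrolysis; controls: DMSO-only wells and no-enzyme negative control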
NALP3 yeast inh: blocks the NALP3 inflammasome reconstituted in yeast; Yeast reconstituted NLRP3/ASC/caspase-1, beta-gal luminescence, 24 h; AID 2825; inhibition, % at 10 µM; hit rate 0.39% among 330,000;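 active = inhibition of 50% or more; inactive = inhibition below 50%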;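 also: plate controls were induced DMSO wells for no effect and uninduced yeast grown without galactose for full effect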
mIAP inh: blocks mouse intestinal alkaline phosphatase. purified mouse IAP, CDP-Star luminescence, 30 min. inhibition, % at 10 µM. AID 2806. hit rate 0.2% among 330,000;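 active = inhibition of at least 40% at 10 µM in the primary screen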;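 also: plate controls were DMSO with enzyme for no effect and no enzyme wells for full effect; values of inactives mirror those of a sister screen read the other way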
MIN6 prolif: MIN6 beta-cell proliferation induction | hit rate 0.29% among 330,000 | AID 2380 | MIN6 cells proliferation, ATPlite luminescence, 48 h; cells starved in 0.2% serum; 100% = growth in 10% serum | proliferation, % at 10 µM;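 active = compounds whose signal lies at least 3.5 SD above the mean of all wells on their plate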;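 also: 0% = DMSO-treated cells in low-serum medium and 100% = 10% serum control; some compounds called inactive have numbers as strong as hits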
SENP1 FRET inh: blocks the human SENP1 SUMO protease catalytic domain | hit rate 0.21% among 360,000 | inhibition, % at 10 µM | recombinant SENP1 catalytic domain, CyPet-SUMO1-YPet FRET cleavage | AID 624204;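 active = inhibition at least 30% at 10 µM, raw YFP signal under a set limit, fluorescence ratio 0.5 to 1.5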;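 also: 0% = enzyme with DMSO and 100% = no enzyme wells; some results filed as inactive read as strong as hits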
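Test system: human SENP1 catalytic domain; medium: Tris pH 8 buffer plus EDTA, NaCl, BME, BSA, NP40, catalase; incubation: 50 min reaction at room temperature; technique: FRET, CFP and YFP emission; controls: no-enzyme low control and enzyme-plus-DMSO high control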
hIAP act: increases human intestinal alkaline phosphatase activity. purified human IAP, CDP-Star luminescence, 30 min; active compounds read high; 1 = vehicle-only enzyme, 0 = enzyme-free background. hit rate 0.16% among 330,000. activation factor at 10 µM;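 active = activation factor of the enzyme at least 2-fold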; also: the source names both 10 and 20 µM as test concentration; values of inactives mirror those of a sister screen read the other way
* = called active by the depositor; · = not tested or not shown.

SMILES	A3G deaminase	hIAP inh	APOBEC3A inh	mIAP act	NALP3 yeast inh	mIAP inh	MIN6 prolif	SENP1 FRET inh	hIAP act
O=C(Cc1csc(NC(=O)Nc2ccc(Cl)cc2)n1)NC1CCCC1	-6	4	0	1.4	16	-39	-4	-1	0.96
O=C(NC(NC(=S)Nc1c(Cl)cccc1Cl)C(Cl)(Cl)Cl)c1cccc([N+](=O)[O-])c1 (stereo not given)	-7	10	-2	0.76	19	24	0	-1	0.9
O=C1N/C(=N\c2ccccn2)SC1Cc1ccccc1Cl (stereo not given)	5	-8	2	0.89	6	11	-2	1	1.1
Cc1ccccc1-n1c(SCC(=O)NC2CCS(=O)(=O)C2)nc2ccccc2c1=O (stereo not given)	-7	4	3	0.94	10	6	0	1	0.96
O=C(NN=C1CCN(Cc2ccccc2)CC1)c1ccccc1O	-8	-2	-3	0.91	3	9	2	-16	1
Cc1ccc2c(COC(=O)C3CSC4(C)CCC(=O)N34)cc(=O)oc2c1C (stereo not given)	-1	6	1	0.99	6	1	2	-2	0.94
Cc1ccc(C(=O)NCC(=O)OC2CCCCC2=O)cc1C (stereo not given)	5	-27	-1	1.1	-2	-7	-3	-1	1.3
COc1ccc(C(=O)C2CCCN(C(=O)c3cc(C)nc(C)n3)C2)cc1OC (stereo not given)	-6	2	-2	0.85	4	15	-2	2	0.98
O=C(NCCC1=CCCCC1)c1ccc(Cl)c([N+](=O)[O-])c1	-7	-3	-7	0.93	31	7	-4	0	1
COc1ccc(S(=O)(=O)N2CCN(C)CC2)cc1NC(=O)c1ccccc1	-9	7	-1	0.96	13	4	0	0	0.93
c1coc(Cn2c(SCc3nc4ccccc4[nH]3)nnc2-c2cnccn2)c1	-8	15	-6	0.84	9	16	-1	-69	0.85
COc1ccc(-c2nnc3sc(-c4ccccn4)nn23)cc1	3	-9	-2	1.1	37	-10	0	·	1.1
CCCc1nnc(NC(=O)C2CC(=O)N(C3CCCC3)C2)s1 (stereo not given)	-8	11	1	0.92	16	8	0	0	0.89
COc1ccccc1C(=O)Nc1ccc(OCC(=O)N2CC(C)CC(C)C2)cc1 (stereo not given)	-1	-4	1	1	6	0	0	-2	1
O=[N+]([O-])c1ccccc1S(=O)(=O)Nc1cccc(-c2ccc(N3CCCC3)nn2)c1	3	0	1	0.97	15	3	-2	2	0.99
O=C(c1ccco1)N1CCN(C(=O)c2ccc(COc3ccc(F)cc3)o2)CC1	-1	-1	-15	1	19	-4	6	0	1
CCOC(=O)N1CCN(CC(O)COC2CC(C)CCC2C(C)C)CC1 (stereo not given)	-4	-7	-3	0.99	21	1	-2	3	1.1
O=C(O)c1cc(S(=O)(=O)NCCN2CCNC2=O)ccc1O	-3	12	-3	1.1	0	-7	-3	2	0.88
Cc1cnc(CNC(=O)CC2C(=O)NCCN2Cc2ccccc2F)cn1 (stereo not given)	-2	-43	-4	0.97	7	3	2	-11	1.4
CCN1CCN(C(=O)c2c(-c3c(F)cccc3Cl)noc2C)CC1	-9	-27	-4	1	-2	-2	-1	2	1.3
CC(=O)C[C@@H](O)CC(=O)[C@H]1OC(=O)[C@@H](C)C/C=C\Cc2ccccc21	-4	-13	-4	0.91	0	9	-2	-3	1.1
CCCN1CCC(NC(=O)CCc2nnc(-c3ccccc3)o2)CC1	5	6	0	0.95	-1	4	1	-4	0.94
COc1cc(NC(=O)C2=CC(c3ccc(C)cc3)=NS(=O)(=O)N2C)cc(OC)c1OC	-3	15	4	0.84	13	16	-2	-1	0.85
CCOc1ccc(NC(=S)NCC(c2cccnc2)N2CCOCC2)cc1 (stereo not given)	0	16	-4	1.1	-1	-8	-2	1	0.84
COc1cc(SC)ccc1C(=O)Nc1nccs1	-5	-27	-2	0.91	41	9	-5	-2	1.3
O=c1c(CO)cc(CO)cc(CO)c1O	-2	-5	0	0.86	17	14	-3	2	1.1
Cc1cc(O)c(C(=O)/C=C/c2ccc(C(C)C)cc2)c(=O)o1	-12	13	-4	0.9	21	10	-6	-25	0.87
CCN(CC)C(=O)CSc1nc(O)cc(=O)n1CC	-7	5	-2	0.94	1	6	-1	1	0.95
O=C(c1cc(Cl)ccc1[N+](=O)[O-])n1cnc2ccccc21	-6	17	1	1	-4	-4	-3	2	0.83
CC1CC(C)CN(CCCNC(=O)c2ccc3nc(N4CCOCC4)sc3c2)C1 (stereo not given)	-4	11	2	1	19	-2	-3	-5	0.89
CN(C)CC(O)COc1cc2ccccc2cc1C(=O)N1CCCCC1 (stereo not given)	-4	-9	0	1	2	-3	-4	-1	1.1
CS(=O)(=O)N1CCc2cc(C(=O)Nc3ccccc3)ccc21	-11	-15	-1	1.1	9	-10	-4	1	1.2
O=C(O)/C=C/C(=O)NC1CC1	-5	-10	0	1.1	9	-5	0	1	1.1
CCN(CC)CCOc1cccc(C(C)C)c1	-4	13	-7	0.99	31	1	-1	4	0.87
C#CCSc1ncc(S(=O)(=O)c2ccccc2)c(=O)[nH]1	-7	-4	-5	1	1	-1	-1	-3	1
O=C(CSc1nncs1)N1c2ccccc2Sc2ccccc21	-5	18	-1	1	-4	-2	-1	-1	0.82
NC(=O)NC(CC(=O)NNC(=O)c1cccs1)c1ccc(Cl)cc1 (stereo not given)	1	8	1	0.98	6	2	-2	2	0.92
O=c1c(Cc2ccc(F)cc2)c(O)ccn1CCCN1CCOCC1	-17	7	-6	0.89	7	11	-3	0	0.93
O=C(c1cc(C2CC2)on1)N1CCOCC1	-6	0	-1	0.99	4	1	3	0	1
O=C(O)CC(CNS(=O)(=O)c1ccccc1)c1ccccc1 (stereo not given)	-2	1	1	0.97	0	3	0	2	0.99
O=C(Cc1ccc(S(=O)(=O)N2CCOCC2)s1)Nc1cc(Cl)ccc1Cl	2	8	3	0.94	-2	6	-4	-61	0.93
C=CCC(=O)NC1CCCc2c1cnn2-c1cc(F)cc(F)c1 (stereo not given)	-5	7	3	1	13	-2	-1	0	0.93
O=S(=O)(c1ccc(Cl)nc1)N1CCCC1	-3	0	-3	0.89	1	11	-4	2	1
C=CCNC(=O)O/N=C/c1csc([N+](=O)[O-])c1	-6	5	-2	0.79	-13	21	0	5	0.95
CC(=O)Nc1cccc(NC(=O)c2ccc3[nH]c(C)c(C)c3c2)c1	-10	-2	-3	0.98	20	2	0	1	1
O=c1c2c3c(sc2n(CCN2CCCC2)c(=O)n1Cc1ccco1)CCCCC3	-4	12	2	0.95	15	5	-5	-12	0.88
O=C(CN1CCOCC1)Nc1ncc(Cc2ccccc2Cl)s1	-5	-1	-3	0.9	16	10	2	-1	1
CCc1ccccc1NC(=O)CSc1nc2ccccc2nc1N1CCOCC1	-5	-4	-4	1	22	-2	3	0	1
COC(=O)c1ccc2[nH]ccc2c1	3	-14	1	0.98	24	2	-3	-5	1.1
COc1ccc(Cl)cc1NC(=O)c1ocnc1C	1	-7	6	1	26	-4	4	-3	1.1
O=C(CSCc1c(F)cccc1Cl)Nc1ccccc1C(=O)N1CCOCC1	-6	4	-2	0.93	4	7	0	1	0.96
Cc1cccc(C(=O)NN/C=C/C(=O)c2ccccc2)c1	-7	4	11	0.97	25	2	-1	0	0.96
Cc1ccc(CN(C)C(=O)c2ccc(S(=O)(=O)N(C)c3ccccc3)cc2)o1	-3	1	1	0.91	15	9	-1	1	0.99
O=C(CCCN1C(=O)[C@H]2CC=CC[C@H]2C1=O)NCc1nc(-c2ccccc2)no1	11	-17	3	1.1	17	-9	-3	-19	1.2
CN(Cc1cccnc1)C(=O)c1cc(COc2ccc3c(c2)CCCC3)on1	-7	0	-3	0.9	42	10	-7	1	1
CC(=O)c1ccc(-c2ccc(C(=O)N3CCN(c4ccc(F)cc4)CC3)o2)cc1	-8	10	7	0.91	17	10	0	0	0.9
CCNC(=O)CC1C(=O)N(c2ccc(F)cc2)C(=O)N1Cc1cccs1 (stereo not given)	-7	0	1	0.95	7	5	3	1	1
Cc1cccc(NC(=O)c2ccc(S(=O)(=O)N3CCCC3)cc2)c1C	-9	8	-4	1.1	16	-6	-1	3	0.93
Cc1ccc2oc3nc(C)c(C(=O)O)cc3c(=O)c2c1	6	-10	2	0.96	4	4	0	-1	1.1
O=C(Nc1ccc2c(c1)OCCO2)C(=S)NCc1ccccc1	-3	-39	3	0.86	41	14	-4	-1	1.4

Among those listed so far, 5 contain a furan ring, fused or not:
SMILES	A3G deaminase	hIAP inh	APOBEC3A inh	mIAP act	NALP3 yeast inh	mIAP inh	MIN6 prolif	SENP1 FRET inh	hIAP act
c1coc(Cn2c(SCc3nc4ccccc4[nH]3)nnc2-c2cnccn2)c1	-8	15	-6	0.84	9	16	-1	-69	0.85
O=C(c1ccco1)N1CCN(C(=O)c2ccc(COc3ccc(F)cc3)o2)CC1	-1	-1	-15	1	19	-4	6	0	1
O=c1c2c3c(sc2n(CCN2CCCC2)c(=O)n1Cc1ccco1)CCCCC3	-4	12	2	0.95	15	5	-5	-12	0.88
Cc1ccc(CN(C)C(=O)c2ccc(S(=O)(=O)N(C)c3ccccc3)cc2)o1	-3	1	1	0.91	15	9	-1	1	0.99
CC(=O)c1ccc(-c2ccc(C(=O)N3CCN(c4ccc(F)cc4)CC3)o2)cc1	-8	10	7	0.91	17	10	0	0	0.9

The list goes on:
SMILES	A3G deaminase	hIAP inh	APOBEC3A inh	mIAP act	NALP3 yeast inh	mIAP inh	MIN6 prolif	SENP1 FRET inh	hIAP act
O=C(COc1ccccc1Cl)N1CCN(c2ccc([N+](=O)[O-])c(N3CCOCC3)c2)CC1	-2	-22	-3	0.87	21	13	-3	3	1.2
CN1CC(=O)NC1=NC(=O)c1cc(F)c(F)cc1Cl	-10	-9	-2	1	5	-2	-5	-1	1.1
COc1ccc(NC(=O)N(CCC(C)C)C(C)c2ccccn2)c(OC)c1 (stereo not given)	-10	10	-5	1	13	-1	0	1	0.9
Cc1ccc(CCSc2ccc(F)cc2)cn1	-2	-37	-1	1	24	0	-2	1	1.4
COc1ccccc1OCCNC(=O)c1ccc(C)c(S(=O)(=O)N2CCOCC2)c1	17	-8	4	1.1	18	-6	-2	0	1.1
COc1cccc(N(CC(=O)N2CCCCCC2)S(C)(=O)=O)c1	-4	21	-3	0.99	7	1	-1	2	0.79
Cc1ccc(N(C(C)C(=O)Nc2ccc(S(=O)(=O)N3CCOCC3)cc2)S(C)(=O)=O)cc1 (stereo not given)	-4	-10	-2	1.3	9	-34	-3	1	1.1
Cc1cc(C)cc(N(C(=O)C(F)(F)F)C(C(=O)NC2CCCCC2)c2cccs2)c1 (stereo not given)	-5	-1	-3	1	10	-2	1	2	1
O=C(O)c1cc(=O)c2cc(Cl)ccc2o1	-6	10	-4	1	11	-1	1	5	0.9
CCOC(=O)c1cccc(NC(=O)CSc2nnc(-c3ccoc3C)n2CCOC)c1	-5	8	0	0.64	11	36	0	1	0.92
CCN(CC(=O)Nc1ccccc1C(F)(F)F)C(=O)CCS(=O)(=O)c1ccc(C)cc1	-9	-2	-1	0.99	9	1	-1	-1	1
CC(=O)NC12CC3CC(C1)CC(C(=O)Nc1nc4ccc(S(C)(=O)=O)cc4s1)(C3)C2	-4	-16	1	0.91	11	9	-1	0	1.2
COc1cccc(N2CC(C(=O)Nc3ccc(C(=O)OC(C)C)cc3)CC2=O)c1 (stereo not given)	-6	-2	-3	1.1	4	-11	0	3	1

Not all compounds are listed, so the mix of outcomes need not match the whole.
